Assay outcomes deposited in PubChem by National Center for Advancing Translational Sciences (NCATS).
KCNH2 3.1 block: qHTS for Inhibitors of KCHN2 3.1: Mutant qHTS | U2OS KCNH2 3.1, thallium flux FluxOr; active compounds read low | 340,000 compounds, 0.95% hits | activity change, % (tested at about 1.8 µM);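 active = maximum activity change below -70%; inconclusive = maximum activity change from -70% to -50%; inactive = maximum activity change above -50%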;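 note: thallium influx rate constant from kinetic fluorescence after stimulation buffer; % is set by controls: 0 for no effect and ±100 for the full control effect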
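Kinetic fluorescence (2 min after stimulation buffer) measures Tl+ influx through KCNH2 3.1 expressed by viral transduction in U2OS cells; the rate constant is normalized against DMSO controls serving as positive and negative references.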
ELG1 repair inh: qHTS screen for small molecules that inhibit ELG1-dependent DNA repair in human embryonic kidney (HEK293T) cells expressing luciferase-tagged ELG1; 330,000 compounds, 2.3% hits; HEK293T ELG1-luciferase reporter, luminescence, 16 h; DNA damage induced by 5-fluorouridine; Potency, µM (top dose mostly 46.1 µM), for inactives: at the top dose activity change, negative = inhibition, hits mostly inhibitors; note: potency is the fitted concentration of half-maximal effect; % is set by controls: 0 for no effect and ±100 for the full control effect; nearly all actives have a fitted effect of over 55% in size
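Overnight (16 hr) co-exposure of 2,000 cells/well to 5-fluorouridine and compound at 37 °C preceded detection. Luciferase was quantified via ONE-Glo luminescence; loss of signal denotes inhibition.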
VP16 counter: VP16 counterscreen qHTS for inhibitors of ROR gamma transcriptional activity; 310,000 compounds, 3.5% hits; Drosophila S2 Gal4-VP16 UAS-luciferase, luminescence, 20 h; Potency, µM (top dose mostly 53.6 µM), for the others: top-dose activity, negative = inhibition, usual class: inhibitors; AID 2546, 2010;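 note: Gal4-VP16 expression switched on by copper sulfate through the metallothionein promoter; potency is the fitted concentration of half-maximal effect; % is set by controls: 0 for no effect and ±100 for the full control effect; nearly all actives have a fitted effect of over 50% in size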
FLuc counter: qHTS profiling assay for firefly luciferase inhibitor/activator using purifed enzyme and Km concentrations of substrates (counterscreen for miR-21 project); 360,000 compounds, 6.9% hits; purified FLuc, Km substrates, luminescence inhibition; Potency, µM (top dose mostly 57.5 µM), without a hit: top-dose activity change, negative = inhibition, most hits filed as inhibitors;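 note: potency is the fitted concentration of half-maximal effect; plate controls were vehicle for no effect and reference inhibitor for full effect; nearly all actives have a fitted effect of over 55% in size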
Target sequence (P08659 whole entry, looked up): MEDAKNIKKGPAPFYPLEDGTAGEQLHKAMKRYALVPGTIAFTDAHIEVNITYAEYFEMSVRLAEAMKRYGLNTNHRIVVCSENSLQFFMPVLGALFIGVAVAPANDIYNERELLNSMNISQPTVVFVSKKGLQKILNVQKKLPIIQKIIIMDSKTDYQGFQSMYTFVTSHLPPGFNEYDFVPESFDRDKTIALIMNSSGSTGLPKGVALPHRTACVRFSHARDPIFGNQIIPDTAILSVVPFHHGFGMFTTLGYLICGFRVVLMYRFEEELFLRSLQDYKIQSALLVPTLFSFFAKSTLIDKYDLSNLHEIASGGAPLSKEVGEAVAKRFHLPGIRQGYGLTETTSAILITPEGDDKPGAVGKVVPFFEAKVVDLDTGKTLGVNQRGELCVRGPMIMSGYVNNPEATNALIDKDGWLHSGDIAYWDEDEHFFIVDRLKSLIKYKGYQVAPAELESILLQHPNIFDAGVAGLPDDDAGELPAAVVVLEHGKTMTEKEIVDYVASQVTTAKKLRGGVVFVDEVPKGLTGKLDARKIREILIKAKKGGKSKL
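Purified P. pyralis luciferase (10nM final) with 10uM D-luciferin and 10uM ATP (Km levels) in 50mM Tris acetate pH 7.5, 10mM Mg acetate, 0.01% Tween-20, 0.05% BSA; qHTS 6-point titration, ~60 µM downward; luminescence read.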
Menin-MLL TR inh: qHTS Assay for Inhibitors Targeting the Menin-MLL Interaction in MLL Related Leukemias: Competition With Texas Red Labeled MLL-derived Mutant Peptide | AID 1768, 2009 | Menin + Texas Red MLL mutant peptide, fluorescence polarization | O00255 | Potency, µM (titrated, usually from 61.6 µM), without a hit: at the top dose FP activity change, negative = inhibition, most hits filed as inhibitors | 270,000 compounds, 0.23% hits; active = well fitted inhibition curve with a large enough effect in the polarisation, with a control signal flat, not every such curve was filed as active; inconclusive = small, poorly fitted or top-dose-only effect, or effect the other way, or a change in a side signal; inactive = no such curve, though single readings can be large or run the other way; the % refers to the polarisation; note: potency is the fitted concentration of half-maximal effect; % of control where 0% means no effect; many of its hits are not listed in these tables
MBNL1 CUG block: qHTS Assay for Inhibitors of MBNL1-poly(CUG) RNA binding; Muscleblind-like protein 1 (Homo sapiens), Q9NR56; TR-FRET MBNL1-His/biotin-(CUG)12 binding, 665/545 ratio; Potency, µM (highest dose often 57.5 µM), for inactives: at the highest dose activity change, negative = inhibition, usual class: inhibitors; 280,000 compounds, 0.036% hits; AID 2675, 2010; active = well fitted inhibition curve with a large enough effect in the signal ratio, with a control signal flat, not every such curve was filed as active; inconclusive = small, poorly fitted or top-dose-only effect, or effect the other way, or a change in a side signal; inactive = no such curve, though single readings can be large or run the other way; the % refers to the signal ratio; note: potency is the fitted concentration of half-maximal effect; % is set by controls: 0 for no effect and ±100 for the full control effect
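MBNL1-His + Biotin-(CUG)12, cpd titration 92 nM–58 uM; Tb anti-His Ab 0.055 ng/ul, SA-XL665 5 nM (final); 60 min RT; ratiometric 665/545 nm, Ex 340 nm; normalized to buffer and full-complex controls.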
PKM2 act: qHTS Assay for Activators of Human Muscle isoform 2 Pyruvate Kinase | Pyruvate kinase PKM (Homo sapiens), P14618 | purified PKM2, Kinase-Glo ATP luminescence, activation; response scale: 0% is enzyme alone, no compound | Potency, µM (highest dose often 57.5 µM), for the others: at the top dose activation, hits mostly activators | 260,000 compounds, 0.34% hits | AID 1631, 2009; note: potency is the fitted concentration of half-maximal effect; % is set by controls: 0 for no effect and ±100 for the full control effect; nearly all actives have a fitted effect of over 55% in size
Target sequence (P14618 whole entry, looked up, canonical isoform): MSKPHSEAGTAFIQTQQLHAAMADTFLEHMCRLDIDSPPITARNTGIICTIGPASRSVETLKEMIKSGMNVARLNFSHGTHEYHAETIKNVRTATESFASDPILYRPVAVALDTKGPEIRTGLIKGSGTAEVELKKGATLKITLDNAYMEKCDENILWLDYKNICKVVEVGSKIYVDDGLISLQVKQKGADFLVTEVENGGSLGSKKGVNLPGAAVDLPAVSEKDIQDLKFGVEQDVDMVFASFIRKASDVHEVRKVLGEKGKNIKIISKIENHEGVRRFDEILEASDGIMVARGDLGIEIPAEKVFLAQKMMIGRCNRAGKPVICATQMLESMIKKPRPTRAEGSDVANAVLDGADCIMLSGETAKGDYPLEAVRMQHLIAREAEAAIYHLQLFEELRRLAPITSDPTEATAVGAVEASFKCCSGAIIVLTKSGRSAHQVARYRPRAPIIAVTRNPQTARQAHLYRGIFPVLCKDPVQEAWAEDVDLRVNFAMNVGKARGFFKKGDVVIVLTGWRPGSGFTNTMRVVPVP
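ATP formation by purified human PK-M2, quantified via coupled luciferase luminescence after 1 h at room temperature with 0.1 mM ADP and 0.5 mM PEP final.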
Mito fusion act: qHTS Assay for Small Molecule Inhibitors of Mitochondrial Division or Activators of Mitochondrial Fusion. S. cerevisiae fusion-defective mutant growth rescue, CellTiterGlo 48 h. Potency, µM (series often up to 46.1 µM), inactives show at the top dose growth rescue (activation), hits mostly activators. 320,000 compounds, 0.23% hits;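 note: potency is the fitted concentration of half-maximal effect; % of control where 0% means no effect; nearly all actives have a fitted effect of over 45% in size; temperature-sensitive fusion mutants such as fzo1-1 at 37 °C on non-fermentable ethanol glycerol medium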
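Luminescent cell viability in 1536-well qHTS format served as the measure of rescued growth in ts fusion-mutant S. cerevisiae cultured on non-fermentable YPEG for 48 hours at 37C.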
NPC1 promoter act: qHTS Assay for NPC1 Promoter Activators | Potency, µM (doses to about 9.22 µM), for the others: at the highest dose activation, usual class: activators | AID 485313, 2010 | Huh7 NPC1 promoter luciferase reporter, 24 h | 320,000 compounds, 2.4% hits;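 note: potency is the fitted concentration of half-maximal effect; % of control where 0% means no effect; nearly all actives have a fitted effect of over 60% in size; reporter is driven by a mutant NPC1 promoter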
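Luciferase expression driven by the NPC1 promoter was measured in stably transfected Huh7 cells after a 24 h compound incubation, using a luciferase reagent and a luminescence read.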
Rab9 prom act: qHTS Assay for Rab9 Promoter Activators; Huh7 Rab9 promoter-luciferase reporter, luminescence, 24 h; Potency, µM (highest dose often 9.22 µM), for the others: top-dose activation, negative = inhibition, actives largely listed as activators; 320,000 compounds, 2.8% hits; note: potency is the fitted concentration of half-maximal effect; % of control where 0% means no effect; nearly all actives have a fitted effect of over 60% in size
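Promoter activation is measured as luciferase luminescence in Huh7 cells stably transfected with a Rab9 promoter–luciferase construct, following 24 h compound exposure at 37 °C and 10 min reagent incubation at ambient temperature.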
RORgamma inh: qHTS for inhibitors of ROR gamma transcriptional activity | Potency, µM (titrated, usually from 53.6 µM), for inactives: at the highest dose activity change, negative = inhibition, most hits filed as inhibitors | Nuclear receptor ROR-gamma (Mus musculus), P51450 | Drosophila S2 Gal4-RORgamma UAS-luciferase reporter, 20 h | 310,000 compounds, 5.4% hits | AID 2551, 2010; note: potency is the fitted concentration of half-maximal effect; % is set by controls: 0 for no effect and ±100 for the full control effect; nearly all actives have a fitted effect of over 60% in size
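Drosophila S2 cells stably expressing Gal4-DBD/mouse RORγ fusion under metallothionein promoter plus UAS-luciferase; compound 1 h, then 700 uM CuSO4 induction for 20 h at ambient temperature; inhibition read as reduced luminescence.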
* hit, by the source's call; ? = inconclusive; / = not tested or not shown; & = joins results of further samples; [ ] = another dose, or the depositor's remark. Unless noted, calls come from the whole dose curve; as a rule, active = well fitted curve in the direction sought with a large enough effect; inconclusive = small, poorly fitted or top-dose-only effect, or another doubt; inactive = no such curve, though single readings can be large; an effect the other way counts as inactive or inconclusive.

SMILES	KCNH2 3.1 block	ELG1 repair inh	VP16 counter	FLuc counter	Menin-MLL TR inh	MBNL1 CUG block	PKM2 act	Mito fusion act	NPC1 promoter act	Rab9 prom act	RORgamma inh
CC(C)CC(=O)NCc1ccc(F)cc1	9	3%	-6%	5%	15%	-3%	-3%	1%	2%	-4%	-5%
COc1ccc(-c2ccc3c(c2)S(=O)(=O)c2cccc(C(=O)O)c2C3=O)cc1OC	-8	18%	/	-11%	/	/	/	-6%	-1%	0%	/
CN(c1ccc(C(=O)Nc2cccnc2)cc1)S(=O)(=O)c1ccccc1	5	-25%	-14%	3%	8%	1%	2%	-1%	-3%	-1%	?
CCN(CC)CCC(c1ccc(N(C)C)cc1)c1c(O)cc(OC)cc1OC (stereo unspecified)	/	7%	3%&-3%	1%	?	2%	-3%	-12%	-5%	-3%	-3%&-5%
Cc1sc2ncnc(N(C)C3CCCCC3)c2c1C	-1	-2%	-9%	-8%	?	1%	/	-1%	-29%	-9%	-28%
Cc1cc(-c2[nH]nc3c2C(c2cccc(O)c2)C(C#N)=C(N)O3)c(C)s1 (stereo unspecified)	8	18%	-6%	-2%	8%	3%	-1%	2%	-3%	-2%	-2%
COc1ccc(S(=O)(=O)N2CCC(C(=O)N3CCOCC3)CC2)cc1	-4	1%	1%	15%	7%	-22%	-7%	1%	-2%	0%	-3%
CCOc1cc(C(=O)NCC(=O)N2CCC3(CC2)NCCc2[nH]cnc23)cc(OCC)c1OCC	11	10%	-7%	0%	/	-3%	/	-4%	-5%	-2%	-9%
CSc1ccccc1C(=O)N1CCOCC1	4	-7%	2%	6%	0%	?	-1%	-3%	-1%	-4%	-37%
CCOc1cc(CN2CCCC(CNC(=O)c3ccc(F)cc3)C2)ccc1OC (stereo unspecified)	?	8%	-6%	-3%	/	-5%	0%	1%	-3%	-2%	3%
O=[N+]([O-])c1ccccc1/C=C/CN1CCCCC1CO (stereo unspecified)	5	8%	-1%	-1%	-2%	21%	-7%	-1%	0%	-1%	-28%
COc1ccc(C(=O)Nc2c(-c3ccccc3)nc3ccccn23)c(OC)c1	-8	12%	-1%	2%	?	-10%	/	15%	1%	0%	2%
N#C/C(=C\c1ccc(O)c([N+](=O)[O-])c1)c1nc2ccccc2s1	4	-16%	?	13µM*	?	?	-19%	0%	-2%	0%	21%
O=C(Cc1c(F)cccc1Cl)NNC(=O)c1ccccc1Cl	-3	15%	/	1%	/	/	/	2%	-1%	-2%	/
COC(=O)c1ccccc1NC(=O)C1(S(=O)(=O)c2ccc(Cl)cc2)CC1	-17	?	24%	2%	0%	12%	/	4%	0%	3%	-30%
CCn1cc(C(=O)N[C@@H](CCSC)C(=O)NCCOC)c(=O)c2cc3c(cc21)OCO3	5	0%	0%	1%	4%	1%	/	0%	-7%	3%	37%
CC(C)CN(C(=O)CN(C)C(=O)c1ccco1)c1c(N)n(CC(C)C)c(=O)[nH]c1=O	5	12%	/	4%	/	/	/	-4%	-3%	1%	/
Cc1ccc(S(=O)(=O)c2cc(Nc3ccccc3)ccc2O)cc1	8	9%	/	-5%	/	/	/	26%	6%	2%	/
CSc1nc2nc3c(cc2c(=O)n1-c1ccccc1C)COC(C)(C)C3	1	0%	1%	-2%	/	1%	1%	-4%	1%	2%	3%
COc1cc(C(=O)Nc2ccc3nc4n(c(=O)c3c2)CCCC4)ccc1Br	2	-5%	-5%	0%	-6%	-1%	/	15%	-2%	-1%	32%
CCCN(CCC)CCNS(=O)(=O)c1ccc2c(c1)CCN2C(=O)C1CCC1	-16	-3%	-6%	4%	3%	-3%	0%	-2%	1%	3%	-2%
CC(=O)N1CC(C)Sc2ccc(S(=O)(=O)NCCc3ccccc3)cc21 (stereo unspecified)	-3	19%	-27%	?	/	-7%	/	3%	28%	20%	23%
CC(C)[C@H](NC(=O)Nc1ccccc1F)C(=O)O	0	?	-4%	0%	-6%	2%	-11%	-1%	-1%	1%	-17%
CC(C)C(NS(=O)(=O)c1cccs1)C(=O)N1CCC(C(N)=O)CC1 (stereo unspecified)	25	12%	/	2%	/	/	/	-4%	-5%	-3%	/
CC(Sc1ccccc1)C(=O)Nc1ccc(S(=O)(=O)N2CCOCC2)cc1 (stereo unspecified)	22	1%	/	2%	19%	2%	-1%	-2%	-1%	5%	-20%[0.365 µM]
COc1ccccc1C(=O)NNC(=O)C12CC3CC(CC(C3)C1)C2	23	21%	-6%	1%	?	-3%	-1%	4%	-1%	1%	-11%
Cn1c(N)c(C(=O)c2ccc(C#N)cc2)c(=O)n(C)c1=O	8	15%	5%	2%	3%	-11%	0%	-7%	-2%	-5%	22%
CC(=O)Nc1ccc(S(=O)(=O)NCC(=O)OCC(=O)c2cc(C)n(-c3ccc4c(c3)OCO4)c2C)cc1	-7	-2%	-8%	-18%	15%	/	10%	1%	-2%	-4%	1%
CCC(=O)Nc1cc(-c2nn(C)c(=O)c3ccccc23)ccc1N1CCCCC1	-24	?	-9%	3%	-5%	-6%	-1%	3%	-3%	10%	-6%
Cc1cc([N+](=O)[O-])nn1CC(=O)NCCCN1CCOCC1	-26	1%	2%	0%	13%	11%	0%	4%	0%	0%	-10%
CCCCn1c(N)c(N(CCOC)C(=O)C2CC(=O)N(c3ccc(CC)cc3)C2)c(=O)[nH]c1=O (stereo unspecified)	1	9%	/	3%	/	/	/	-5%	6%	1%	/
COCC(=O)NCCSc1c(C)[nH]c2ccccc12	7	-9%	7%	1%	3%	2%	11%	-6%	1%	0%	17%
Cc1ccn2cc(-c3ccc(S(=O)(=O)N4CCOCC4)cc3)nc2c1	/	?	8%	?	-6%	6%	9%	0%	?	?	16%
COc1ccccc1CNC(=O)c1[nH]c(C)c(C(C)=O)c1C	16	-20%	-11%	-1%	?	-9%	/	1%	6%	0%	17%
O=C(NCCc1cn2ccccc2n1)c1cc(COc2c(F)cccc2F)on1	?	-9%	-16%	?	4%	-7%	-8%	16%	0%	2%	13%
O=C(NCC(c1ccco1)N1CCc2ccccc21)C(=O)Nc1ccc(F)cc1F (stereo unspecified)	-16	?	/	-9%	/	/	/	?	-17%	-15%	/
Cc1c(NC(=O)CSc2ccccc2C(=O)Nc2cccnc2)c(=O)n(-c2ccccc2)n1C	5	-2%	-7%	-2%	7%	1%	0%	0%	-1%	-5%	2%
COC(=O)C1=C(C)N(C)C(=S)NC1c1ccc(OC)cc1OC (stereo unspecified)	21	-3%	?	-1%	1%	1%	-1%	1%	1%	-2%	16µM*
Cc1cccc(/C=C2\Oc3cc(OS(C)(=O)=O)ccc3C2=O)c1	0	3%	?	17µM*	17%	?	1%	17%	22%	16%	?
COc1ccc(NC(=O)Cn2nnc(C(=O)NCCc3ccccc3)c2N)cc1	23	15%	-6%	-1%&0%	11%	-4%	3%	21%	0%	-5%	-14%
COc1ccccc1OCC(O)CN1CCOCC1 (stereo unspecified)	-13	9%	22%	5%	8%	6%	-3%	-2%	2%	-1%	6%
CCOC(=O)C1=C(C)NC(C)=C(C(=O)OCC)C1c1cc2ccc(C)cc2[nH]c1=O	5	-19%	-5%	3%	?	4%	3%	-1%	-23%	-2%	-2%
CC1CCC2(CC1)NC(=O)N(CC(=O)NCc1cccs1)C2=O (stereo unspecified)	11	1%	3%	4%	4%	-9%	0%	-2%	0%	19%	20%
COc1cc(-c2nc(-c3ccccc3)c(-c3cccs3)[nH]2)cc(OC)c1O	-11	?	-6%	?	?	3%	7%	-3%	0%	1%	-22%

Only part of the results is shown, so the mix of outcomes need not match the whole.
